Bioassay records deposited in PubChem BioAssay by The Scripps Research Institute Molecular Screening Center.
Tn7 DDE FP: DD(E)-Tn7 binding inhibition, primary FP screen | P02675 | inhibition, % at 8.3 µM | hit rate 0.13% among 370,000 | FP displacement of FITC-Tn7 peptide from fibrin DD(E); 0% = median of compound wells per plate;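 active = inhibition above the mean of compounds falling within the control limits plus 3 SD of them, cut at about 14% in these data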;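 also: 0% = plate median of compound wells and 100% = 10 µM Aha-Tn7 peptide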
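Assay system: Human clot-derived fibrin DD(E) complex | Buffer or medium: Tris/NaCl/CaCl2 buffer, pH 7.8 | Repeats: One replicate per compound | Benchmarks: Aha-Tn7 high control | Measure: % inhibition scaled between sample-field median and high-control FP | Schedule: 10 min plus 3 h, room temperature | Signal: Fluorescence polarization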
UHRF1 binding: human UHRF1 methylated DNA binding inhibitors. UHRF1 binding to methylated oligo, TR-FRET. Q96T88. inhibition, % at 4.4 µM. hit rate 0.75% among 370,000. AID 687016; in the data active = inhibition above about 21%;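 also: UHRF1 SRA domain binding a hemimethylated CpG hairpin DNA probe; 0% = median of test compound wells and 100% = reference inhibitor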
Target sequence (Q96T88 whole entry, looked up, the tested form may be a part): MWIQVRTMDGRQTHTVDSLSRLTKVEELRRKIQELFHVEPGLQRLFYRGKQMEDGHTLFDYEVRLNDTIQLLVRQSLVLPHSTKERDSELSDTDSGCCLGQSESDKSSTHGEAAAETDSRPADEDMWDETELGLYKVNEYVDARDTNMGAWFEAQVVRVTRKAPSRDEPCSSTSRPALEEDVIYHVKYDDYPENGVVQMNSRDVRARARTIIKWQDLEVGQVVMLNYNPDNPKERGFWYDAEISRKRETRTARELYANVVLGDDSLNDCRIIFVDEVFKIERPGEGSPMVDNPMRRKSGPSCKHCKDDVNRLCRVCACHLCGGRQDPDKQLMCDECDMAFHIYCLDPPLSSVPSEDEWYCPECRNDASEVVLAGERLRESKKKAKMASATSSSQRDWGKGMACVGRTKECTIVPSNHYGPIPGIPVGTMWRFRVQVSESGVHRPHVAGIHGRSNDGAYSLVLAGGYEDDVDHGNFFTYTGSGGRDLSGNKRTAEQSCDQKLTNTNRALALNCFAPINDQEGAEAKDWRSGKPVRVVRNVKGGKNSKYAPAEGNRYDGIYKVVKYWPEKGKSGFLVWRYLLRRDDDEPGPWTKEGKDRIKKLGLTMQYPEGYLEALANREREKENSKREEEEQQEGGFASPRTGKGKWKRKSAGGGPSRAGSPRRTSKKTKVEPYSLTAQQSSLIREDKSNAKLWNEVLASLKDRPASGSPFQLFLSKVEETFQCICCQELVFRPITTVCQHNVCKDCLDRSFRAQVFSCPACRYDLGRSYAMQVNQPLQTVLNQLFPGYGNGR
PLCb3 inh: PLC-beta3 (human) inhibition, primary screen | Q01970 | Purified PLC-beta3, fluorogenic substrate, fluorescence | inhibition, % at 12.2 µM | hit rate 0.18% among 370,000; in the data active = inhibition above about 11%;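 also: 0% = median of compound wells on plate and 100% = full blocker control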
proKLK7 act: activates the human kallikrein-7 zymogen; P49862; purified proKLK7, EDANS-DABCYL substrate fluorescence; 100% is mature enzyme control, 0% vehicle; activation, % at 7 µM; hit rate 0.9% among 370,000;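 active = activation above the mean of all tested compounds plus 3 SD, computed per campaign excluding outliers beyond control limits, cut at about 13% in these data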
ARFGAP1 inhibitor: rat ARFGAP1 inhibition. Q62848. Arfgap1-stimulated ARF1 GTP hydrolysis, GDP FP detection. inhibition, % at 16.5 µM. hit rate 0.26% among 360,000. AID 651572;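 active = inhibition above a per-plate limit, mean inhibition of low control wells plus 3 SD, cut at about 25% in these data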;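 also: 0% = DMSO wells with enzyme and 100% = wells lacking Arfgap1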
Target sequence (Q62848 1-136 limits assumed): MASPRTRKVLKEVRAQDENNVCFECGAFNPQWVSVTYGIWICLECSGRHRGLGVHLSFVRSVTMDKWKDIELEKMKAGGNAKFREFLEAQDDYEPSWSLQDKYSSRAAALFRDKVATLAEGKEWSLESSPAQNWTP
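material = rat Arfgap1 catalytic domain, aa 1-136 | also added = human ARF1(Δ1-17)-GTP substrate | compound dosing = one concentration, 16.5 µM, DMSO 1.26% | times = GTP hydrolysis reaction 2 h at 25 °C | measured by = FP, GDP Alexa 633 tracer displaced from anti-GDP antibody, 620/688 nm | evaluation = percent inhibition of Arfgap1-stimulated GTP hydrolysis | replication = single well per compound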
PLCg1 inh: blocks human PLC-gamma1 enzyme activity; purified PLC-gamma1, fluorogenic substrate, fluorescence; P19174; hit rate 0.84% among 370,000; inhibition, % at 12.2 µM; AID 720700; in the data active = inhibition above about 9.5%
ADAM17 inh: ADAM17 inhibition, QFRET primary screen; AID 720648; hit rate 0.83% among 370,000; recombinant ADAM17, EDANS/DABCYL FRET peptide cleavage; inhibition, % at 6.95 µM;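 active = inhibition above the mean of compounds lying between control limits plus 3 SD, set per campaign, cut at about 8.5% in these data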;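 also: 0% = DMSO-only wells as the low control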
DDE Tn6 FP inh: inhibitors of Tn6 peptide binding to human fibrin DD(E) | P02675 | Fibrin DD(E) TRITC-Tn6 fluorescence polarization displacement | inhibition, % at 8.3 µM | hit rate 0.21% among 370,000 | AID 720509;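 active = inhibition above a per-campaign cutoff: mean of compounds within control limits plus 3 SD, cut at about 15% in these data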;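 also: 0% = median of all compound wells on the plate and 100% = blocking peptide control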
MBD2 DNA inh: inhibitors of human MBD2 binding to methylated oligonucleotide | Q9UBB5 | TR-FRET | hit rate 0.31% among 370,000 | AID 686964 | inhibition, % at 4.4 µM; in the data active = inhibition above about 13%
ASAP1 inh: ASAP1 ArfGAP inhibition | ASAP1-stimulated ARF1 GTP hydrolysis, GDP FP detection | Q9ULH1 | AID 624377 | inhibition, % at 16.5 µM | hit rate 0.19% among 360,000; in the data active = inhibition above about 25%;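 also: 0% = vehicle with enzyme and substrate and 100% = no enzyme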
Active calls of the source: *; i = inactive; . = not tested or not shown.

SMILES | Tn7 DDE FP | UHRF1 binding | PLCb3 inh | proKLK7 act | ARFGAP1 inhibitor | PLCg1 inh | ADAM17 inh | DDE Tn6 FP inh | MBD2 DNA inh | ASAP1 inh
C[C@H]1CN([C@@H](C)CO)C(=O)CCCn2nncc2CO[C@H]1CN(C)C(=O)c1ccc2ccn(C)c2c1 | -1 | 1 | -5 | 0.3 | 16 | 0 | -2 | -7 | -7 | 1
COc1ccc(C(C(=O)NC2CCCC2)N(CCN(C)C)C(=O)c2snc(C(N)=O)c2N)cc1 (stereo not given) | 0 | -2 | -61 | 2.4 | 3 | -43 | -39 | 1 | -6 | -2
CC(C)Nc1ncnc2c1ncn2[C@H]1CN(C2CCCC2)C[C@@H](CO)O1 | 4 | 0 | 0 | -0.1 | -1 | 7 | -4 | -7 | -3 | 6
CCCC1CCC2(CCCN2CCOC(=S)Nc2cccc(Cl)c2)CC1 (stereo not given) | 4 | -3 | 3 | . | . | -1 | 1 | -5 | 3 | .
CCC(C)c1ccc(NC(=S)NC(C)C2CCCO2)cc1 (stereo not given) | 5 | 0 | -3 | 0.3 | -8 | -2 | 0 | 2 | 2 | -1
O=C(COc1ccccc1[N+](=O)[O-])OCC(=O)c1ccc(Br)s1 | 6 | -1 | -3 | 0.5 | 4 | 0 | -3 | 4 | -4 | -22
CCN1C(=O)[C@H]2[C@@H](c3ccc(C)cc3)N3C(=O)N(c4ccccc4)C(=O)[C@@]3(Cc3ccccc3)[C@H]2C1=O | -2 | -1 | 2 | 1.2 | -2 | 3 | -2 | 7 | 3 | 2
Clc1ccc(Nc2nc(N3CCOCC3)nc(N3CCOCC3)n2)cc1Cl | 1 | 2 | -5 | -0.9 | 12 | 0 | -7 | 7 | 3 | 4
COCCCNC(=S)N1CCN(c2nc(-c3cccc(OC)c3)cs2)CC1 | 4 | -1 | -4 | 0.2 | -5 | 1 | 2 | 3 | 6 | 8
Cc1cccc(C)c1Cn1c(C)c(C(=O)NCc2ccc([N+](=O)[O-])cc2)sc1=O | -8 | 0 | 5 | 1.1 | -4 | 4 | 4 | -4 | 0 | 1
COc1ccc(NC2CCCN(C(=O)CCCN3CCCCC3=O)C2)cc1 (stereo not given) | 1 | -3 | -9 | -0.6 | -1 | 1 | -9 | 11 | -6 | 1
CN(C)c1ccc(S(=O)(=O)N2CCCCC2)cc1NC(=O)CCNC(=O)c1ccc(Cl)cc1 | 8 | 2 | -5 | 0.8 | -1 | 0 | 3 | 2 | -5 | -3
Cc1nc(CCNC(=O)CC2C(=O)NCCN2Cc2ccccc2F)sc1C (stereo not given) | 2 | -1 | -8 | 0.3 | 2 | -1 | -3 | -14 | 0 | -6
O=C(Nc1ccc(CN2CCOCC2)cc1)c1cc(Br)ccc1Cl | -4 | -1 | -6 | 0.2 | -8 | 0 | 1 | 4 | 10 | 10
COc1ccc(N=C2S/C(=C\c3ccco3)C(=O)N2CC(C)C)cc1 | -7 | 2 | 1 | -0.9 | 13 | 0 | -1 | 5 | -4 | -10
CC1(C)N(OCc2ccccc2)C(=O)C(=O)N(OCc2ccccc2)C1(C)C | -1 | 1 | 4 | 0.4 | 2 | 3 | -1 | -3 | 0 | -4
C/C(=N\NC(=O)C1CCCC1)c1ccc(NC(=O)C(F)(F)F)cc1 | -1 | -1 | 2 | -0.4 | 3 | 0 | -4 | 3 | -4 | 1
CCOC(=O)C(C)N1C(=O)S/C(=C\c2ccc(-c3ccccc3C(=O)O)o2)C1=O (stereo not given) | -4 | 55* | i | -0.3 | 10 | i | -16 | 5 | 31* | -1
COc1cccc(CC2(CO)CCCN(CC3=Cc4cc(Cl)ccc4OC3)C2)c1 (stereo not given) | 2 | -5 | -3 | -2.0 | -3 | -1 | 4 | -1 | 0 | 4
COc1ccc(NC(=O)c2ccco2)c([N+](=O)[O-])c1 | -2 | -4 | 0 | 0.1 | -1 | 1 | -2 | -5 | -9 | -2

Some values from the entries so far:
CCOC(=O)C(C)N1C(=O)S/C(=C\c2ccc(-c3ccccc3C(=O)O)o2)C1=O (stereo not given) – ARFGAP1 inhibitor = 10
COc1ccc(NC2CCCN(C(=O)CCCN3CCCCC3=O)C2)cc1 (stereo not given) – ADAM17 inh = -9
COc1ccc(N=C2S/C(=C\c3ccco3)C(=O)N2CC(C)C)cc1 – ASAP1 inh = -10
O=C(Nc1ccc(CN2CCOCC2)cc1)c1cc(Br)ccc1Cl – Tn7 DDE FP = -4
C/C(=N\NC(=O)C1CCCC1)c1ccc(NC(=O)C(F)(F)F)cc1 – MBD2 DNA inh = -4
CC1(C)N(OCc2ccccc2)C(=O)C(=O)N(OCc2ccccc2)C1(C)C – MBD2 DNA inh = 0

New compounds follow
SMILES | Tn7 DDE FP | UHRF1 binding | PLCb3 inh | proKLK7 act | ARFGAP1 inhibitor | PLCg1 inh | ADAM17 inh | DDE Tn6 FP inh | MBD2 DNA inh | ASAP1 inh
COc1ccccc1N(C)S(=O)(=O)c1ccc(C(=O)NC2=NCCS2)cc1 | -3 | -1 | 1 | 0.5 | -1 | 1 | -2 | -6 | 3 | 3
Cn1c(CNC(=O)c2ccccc2F)nnc1SCCOc1ccccc1 | -7 | -2 | -2 | -0.3 | 6 | 4 | 3 | 5 | -5 | 4
CC(C)(CNc1ccc([N+](=O)[O-])cc1C#N)N1CCOCC1 | 15* | 0 | -7 | 0.1 | -5 | 0 | -5 | 2 | 3 | 6
Cn1c(=O)c([N+](=O)[O-])c(NC2CCS(=O)(=O)C2)c2ccccc21 (stereo not given) | 8 | 1 | -9 | 0.4 | 18 | -1 | -3 | -5 | 2 | 15
CCC(CC)C(=O)N1CCN(Cc2nc3ccccc3c(=O)[nH]2)CC1 | -1 | 2 | 4 | 0.2 | -10 | -1 | 3 | -6 | -3 | 2
CN(CCOc1ccccc1)C(=O)CCc1c[nH]c2ccccc12 | 3 | -2 | -2 | 0.9 | 8 | -1 | -4 | -1 | 2 | 6
O=C(COC(=O)c1ccc(F)cc1Cl)NCc1ccco1 | -1 | 4 | -3 | -0.1 | 0 | -1 | -2 | 5 | -2 | -4
CN(Cc1cn(Cc2ccccc2)nn1)S(=O)(=O)c1ccc(F)cc1Br | 2 | 11 | -1 | 0.8 | . | -1 | 3 | 8 | 2 | .
c1cc2ccn(CC3CC3)c2cc1-c1ccc2ccn(CC3CC3)c2c1 | 2 | -5 | -165 | -1.5 | . | -112 | -32 | 0 | -8 | .
O=C(CSc1ccccc1)OCC(=O)N1CCN(C(=O)c2ccco2)CC1 | 1 | 3 | -3 | 0.1 | 8 | 0 | -13 | -1 | 8 | -2

Part of the list above, field by field:
O=C(COC(=O)c1ccc(F)cc1Cl)NCc1ccco1
  Tn7 DDE FP: -1
  UHRF1 binding: 4
  PLCb3 inh: -3
  proKLK7 act: -0.1
  ARFGAP1 inhibitor: 0
  PLCg1 inh: -1
  ADAM17 inh: -2
  DDE Tn6 FP inh: 5
  MBD2 DNA inh: -2
  ASAP1 inh: -4

CCC(CC)C(=O)N1CCN(Cc2nc3ccccc3c(=O)[nH]2)CC1
  Tn7 DDE FP: -1
  UHRF1 binding: 2
  PLCb3 inh: 4
  proKLK7 act: 0.2
  ARFGAP1 inhibitor: -10
  PLCg1 inh: -1
  ADAM17 inh: 3
  DDE Tn6 FP inh: -6
  MBD2 DNA inh: -3
  ASAP1 inh: 2

CN(Cc1cn(Cc2ccccc2)nn1)S(=O)(=O)c1ccc(F)cc1Br
  Tn7 DDE FP: 2
  UHRF1 binding: 11
  PLCb3 inh: -1
  proKLK7 act: 0.8
  ARFGAP1 inhibitor: .
  PLCg1 inh: -1
  ADAM17 inh: 3
  DDE Tn6 FP inh: 8
  MBD2 DNA inh: 2
  ASAP1 inh: .

The listing continues:
SMILES | Tn7 DDE FP | UHRF1 binding | PLCb3 inh | proKLK7 act | ARFGAP1 inhibitor | PLCg1 inh | ADAM17 inh | DDE Tn6 FP inh | MBD2 DNA inh | ASAP1 inh
O=C(COC(=O)c1cccnc1Cl)NCc1ccc(F)cc1 | -2 | 0 | -8 | 0.2 | -10 | 2 | -6 | 0 | 1 | 3
Cn1ncc(C#N)c1/N=C/N1CCOCC1 | 3 | 0 | 4 | -0.3 | -7 | -2 | -5 | -2 | 2 | -17
Cc1cc(C)nc(SCc2c(F)cccc2Cl)n1 | 0 | 0 | -1 | 0.1 | -8 | 0 | 0 | 9 | 2 | -14
Cn1c(=O)c2c(nc(SCC(=O)NCC3CCCO3)n2Cc2ccc(F)cc2)n(C)c1=O (stereo not given) | 2 | 2 | -8 | 0.1 | 15 | 1 | -6 | 4 | 3 | -9
Oc1c(N=NC(=S)Nc2ccccc2F)c2ccccc2n1Cc1ccccc1F | -5 | -3 | -5 | -0.1 | 3 | 2 | -2 | -4 | 1 | -1
COc1ccccc1NS(=O)(=O)c1cccc(NC(=O)c2nc3nc(C)cc(C)n3n2)c1 | -1 | 1 | -1 | 0.0 | 21 | -1 | -2 | -1 | 1 | -3
COc1ccc(N2C(=O)CC(N3CCC(O)(c4ccc(Br)cc4)CC3)C2=O)cc1 (stereo not given) | 4 | 0 | 0 | -0.8 | -7 | -3 | -3 | 6 | -7 | 14
Cc1ccc2sc(NC(=O)c3cccc(N4C(=O)CCC4=O)c3)nc2c1C | 6 | 1 | -21 | 0.6 | 7 | -3 | -4 | -3 | 2 | 4
Cc1ccc(-c2nc(CSc3nc4ccccc4c(=O)n3CCO)cs2)cc1 | 3 | 3 | -2 | 0.0 | 13 | -1 | -1 | -7 | 3 | 5
CCCCn1c(=O)c(Cc2ccccc2)c(O)c2ccccc21 | 6 | 3 | -12 | 1.0 | -2 | -9 | -7 | 4 | 6 | -14
C=CCOc1ccc(C2=NOC(C(=O)Nc3ccc4c(c3)OCCO4)C2)cc1OC (stereo not given) | 1 | 3 | -3 | 0.4 | -5 | 5 | -1 | 2 | 7 | 9
CC(=O)Nc1cc(C(=O)OC(C(=O)c2ccccc2)c2ccccc2)ccc1C (stereo not given) | 6 | 4 | 0 | 0.1 | 10 | 6 | 2 | 0 | -2 | 16
CCC(c1nnnn1Cc1ccco1)N(Cc1ccccc1OC)Cc1cc2cc(C)ccc2[nH]c1=O (stereo not given) | -3 | 2 | -24 | -0.6 | -3 | -26 | -8 | 7 | 3 | 11
O=C(NCc1cccs1)C1CCCN(c2ncccn2)C1 (stereo not given) | -4 | 0 | -13 | 0.7 | 0 | -9 | -12 | 5 | 2 | -3
Cc1cccc(NC(=O)Nc2cccc(C)n2)n1 | 8 | 3 | 7 | 0.5 | -1 | 3 | 1 | -7 | -6 | 4
CC(=O)Nc1ccc(NC(=S)NC(=O)C2CCCC2)cc1 | 1 | 1 | -3 | -0.1 | 2 | 1 | -3 | -6 | -6 | -11
CC1(C)CC2CC(C)(CN2C(=O)COC(=O)c2cccc([N+](=O)[O-])c2)C1 (stereo not given) | 3 | 3 | 2 | 0.1 | -4 | -1 | -1 | 5 | -2 | 0
CC(NC(=O)c1cccc(S(=O)(=O)N2CCN(Cc3ccccc3)CC2)c1)c1ccc(Cl)cc1 (stereo not given) | -6 | 0 | 1 | -0.2 | 7 | 1 | 6 | -2 | 0 | 10
